Source: PubChem BioAssay (several laboratories)
5HT1E ag: 5-HT1E (human) receptor agonism. P28566. hit rate 0.69% among 65,000. CHO 5-HT1E Ga15 NFAT-bla reporter, FRET; 0% DMSO wells, 100% control agonist wells. activation, % at 6 µM. AID 574;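 active = activation above a set limit, the screen-wide mean activation plus 3 SD, cut at about 8.5% in these data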;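 note: 100% = positive control agonist at 1 µM giving full maximal response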
SF1 activator: activators of human nuclear receptor SF-1. CHO-K1 Gal4-SF-1 LBD luciferase reporter; % increase over DMSO SF-1-specific signal. activation, % at 10 µM. hit rate 1.9% among 65,000. AID 522;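 active = activation above the mean activation of all tested compounds plus 3 SD, cut at about 50% in these data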
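Assay system: CHO-K1 cells co-transfected with Gal4 DBD–human SF-1 LBD, 5xGal4 luciferase reporter; doses: 10 µM only; incubation: 20 h compound exposure at 37 °C after 1 h cell settling; signal: luciferase light emission; evaluation: percent activation versus DMSO; repeats: one test per compound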
S1P1 ag pot: activates or potentiates agonism at human S1P1 receptor. S1P1 CRE-bla cells, forskolin, beta-lactamase FRET, potentiator mode; S1P1 agonist co-added at EC20, 2 nM; 100% = saturating reference agonist, 0% = basal. activation, % at 9.5 µM. AID 449. P21453. hit rate 0.57% among 56,000;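 active = activation above a cutoff set at the mean activation of all tested compounds plus 3 SD, cut at about 54% in these data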;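 note: forskolin at 4 µM as EC80 and the EC20 agonist is SEW2871; 100% = SEW2871 at its EC100 plus forskolin at EC80; some compounds past the cut are filed as inactive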
Target sequence (P21453 whole entry, looked up): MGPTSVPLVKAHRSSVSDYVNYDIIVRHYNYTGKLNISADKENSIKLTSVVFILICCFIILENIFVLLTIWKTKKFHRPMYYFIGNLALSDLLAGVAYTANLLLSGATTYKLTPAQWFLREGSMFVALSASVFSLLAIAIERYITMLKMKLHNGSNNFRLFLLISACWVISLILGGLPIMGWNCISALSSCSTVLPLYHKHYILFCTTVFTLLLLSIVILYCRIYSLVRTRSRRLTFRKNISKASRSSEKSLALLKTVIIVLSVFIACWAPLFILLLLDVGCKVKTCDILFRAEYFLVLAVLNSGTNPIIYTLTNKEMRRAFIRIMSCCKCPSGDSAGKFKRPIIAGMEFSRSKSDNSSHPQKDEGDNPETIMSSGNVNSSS
RORA act: RORA (human) activation. CHO-K1 Gal4-RORA LBD luciferase reporter, luminescence; percent increase over mock-subtracted basal signal. activation, % at 10 µM. hit rate 1.5% among 65,000;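 active = activation above the mean of all tested compounds plus 3 SD, cut at about 49% in these data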;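 note: 0% = DMSO-treated RORA cells and 100% = added signal equal to DMSO minus mock-transfected cells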
Target sequence (P35398 whole entry, looked up, the tested form may be a part): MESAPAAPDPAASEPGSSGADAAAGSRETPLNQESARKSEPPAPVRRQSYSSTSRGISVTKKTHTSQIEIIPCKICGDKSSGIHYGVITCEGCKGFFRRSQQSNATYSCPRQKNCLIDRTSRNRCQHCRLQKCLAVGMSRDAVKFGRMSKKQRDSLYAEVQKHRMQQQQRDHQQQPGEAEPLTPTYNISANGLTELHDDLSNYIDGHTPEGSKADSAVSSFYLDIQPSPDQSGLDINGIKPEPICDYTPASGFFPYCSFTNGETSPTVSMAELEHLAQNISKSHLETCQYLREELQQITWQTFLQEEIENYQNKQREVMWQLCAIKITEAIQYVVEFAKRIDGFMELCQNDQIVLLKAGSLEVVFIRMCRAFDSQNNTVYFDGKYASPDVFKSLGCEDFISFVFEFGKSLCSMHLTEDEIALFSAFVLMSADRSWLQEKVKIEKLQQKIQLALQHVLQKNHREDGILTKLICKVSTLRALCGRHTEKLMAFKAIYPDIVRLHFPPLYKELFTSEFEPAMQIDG
Ecoli tolC: growth inhibitors of E. coli BW25113 tolC mutant; OD615; growth inhibition, % at 10 µM (by protocol); hit rate 2.2% among 65,000; AID 573;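 active = growth inhibition at or above a cutoff equal to the mean over every tested compound plus 3 SD, cut at about 60% in these data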;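 note: growth measured after 20 h incubation at 37 °C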
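Test system: E. coli BW25113 ΔtolC::kan bacteria | Medium: Kanamycin-containing LB broth (50 µg/mL) | Dosing: One dose of 10 µM final | Times: 20 h incubation with compound, 37 °C | Detection: Optical density read at 615 nm | Read-out basis: Percent growth inhibition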
5HT1a antag: 5-HT1a (human) receptor antagonism; P08908; CHO 5-HT1a Ga15 NFAT-bla reporter, antagonist mode; inhibition, % at 10 µM; hit rate 0.68% among 62,000; AID 612;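 active = inhibition above the mean of all tested compounds plus 3 SD, cut at about 43% in these data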;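 note: receptor stimulated by 5-CT agonist at 100 nM near EC80; beta-lactamase reporter measured by ratiometric fluorescence of a cleavable substrate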
S1P3 ag: activates the human S1P3 receptor; Q99500; S1P3 NFAT-BLA reporter cells, agonism, FRET ratio; relative to 1 µM S1P, basal subtracted; activation, % at 4.5 µM; hit rate 0.1% among 60,000; AID 373;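 active = activation above the screen-wide mean plus 3 SD, cut at about 4.5% in these data, passing the limit was not always enough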; note: some compounds called inactive have numbers as strong as hits
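Measure – % activation relative to 1 µM S1P (100%), per plate · System – stable CHO line with human S1P3, Gα16, NFAT-BLA reporter · Timing – cells plated overnight, compound 4 h 37 °C, substrate 2 h RT · Technique – fluorescent BLA substrate, ex 405 nm, em 460/535 nm ratio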
5HT1E antag: blocks the human 5-HT1E serotonin receptor | P28566 | CHO 5-HT1E Ga15 NFAT-bla reporter, FRET, antagonist | inhibition, % at 6 µM | hit rate 0.99% among 65,000;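 active = inhibition above a set limit, the mean inhibition across every tested compound plus 3 SD, cut at about 29% in these data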;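 note: signal is the 460 over 535 nm emission ratio of beta-lactamase substrate; 0% = agonist plus DMSO wells and 100% = wells without agonist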
AP complement: alternative pathway complement inhibition, orthogonal assay. AID 1235. inhibition, % at 5 µM. Human serum alternative complement pathway, LPS-coated ELISA, C3 deposition; tested in compound mixtures. hit rate 0.08% among 62,000;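 active = inhibition above 30% in each of the two pooled mixtures holding the compound, so the lower value exceeds 30%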;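 note: 0% = serum in Mg-EGTA without compound and 100% = EDTA serum blank; some compounds past the cut are filed as inactive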
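Test system: human serum complement alternative pathway, C3 deposition onto LPS / Medium: Mg2+-EGTA GVB++ buffer containing human serum at 1:15 dilution / Probe or stimulus: Plate-bound LPS / Times: 1 h at 37 °C / Signal: ELISA with HRP anti-human C3 antibody, TMB substrate, absorbance 450 nm / Measure: percent inhibition / Repeats: two pool placements per compound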
Numbers without * were called inactive; x = no result given.

The line under a structure holds: 5HT1E ag	SF1 activator	S1P1 ag pot	RORA act	Ecoli tolC	5HT1a antag	S1P3 ag	5HT1E antag	AP complement
- COc1ccc(C(=O)N2CCN=C2SCc2cccnc2)c(OC)c1
→ 0.4	-1	-6	17	-11	7	-1.1	15	21
- CC(C)(C)C1=Nn2c(nnc2-c2ccco2)SC1
→ -0.4	-1	0	-10	19	x	-0.7	-3	x
- COc1ccc(C)cc1NC(=O)c1cc2c(CO)cnc(C)c2oc1=N
→ 0.2	24	5	-10	-29	-4	0.7	-3	3
- CCN1C(=O)c2cccc3c(NC(=O)C4CCCCC4)ccc1c23
→ -0.4	6	-17	-13	2	17	-1.2	1	18
- Cc1c(C=NCCOCc2ccccc2)cnn1C
→ 1.0	8	5	-3	7	x	-0.4	-4	-2
- Cc1cc(/C(=N/O)C(C)(C)NO)ccc1Cl
→ -0.7	13	-9	-17	-9	-6	-1.4	13	1
- O=C(Nc1ccccc1)N(CCCN1CCOCC1)Cc1ccccc1F
→ 0.8	5	4	22	-8	-5	-0.6	-7	-9
- COC(=O)c1c(NC(=O)CSc2nnc(Cn3nnc4ccccc43)n2C)sc(C)c1C
→ 1.0	-16	-7	6	-12	-10	-0.9	5	12
- NC(=O)C1CCN(C(=O)CCCCCn2c(=O)[nH]c3ccsc3c2=O)CC1
→ -1.1	6	x	13	-3	1	x	2	-4
- Cc1nc(SCC(=O)c2c(C)[nH]c3ccccc23)c2c(=O)n(C)c(=O)n(CC(C)C)c2n1
→ 0.3	7	x	-2	-8	4	x	0	26
- CCOCCCN1C(=O)CN(C2CCCCCC2)C(=O)C1c1ccc(OC)cc1 (centres undefined)
→ -0.4	3	x	11	-4	-2	x	6	10
- O=C(NCC(=O)N(c1ccc(F)cc1)C(C(=O)NCC1CCCO1)c1ccccc1)c1ccco1 (centres undefined)
→ -0.4	-9	6	-8	-13	8	-0.8	4	11
- CCCCn1c(SCC(=O)OCC)nc2c1c(=O)[nH]c(=O)n2C
→ -0.9	2	2	-13	-9	-8	-0.7	9	-1
- CCC(C)(C)NC(=O)C(OC(=O)c1cc2sccc2n1C)c1ccc(OC)cc1 (centres undefined)
→ -0.4	7	-6	-20	-21	19	-0.8	0	12
- COc1ccc(C2=CC(c3ccc(OC)c(OC)c3)n3nnnc3N2)c(OC)c1 (centres undefined)
→ 0.4	2	-57	36	15	6	-0.4	29*	7
- c1ccc2c(-n3cccn3)cccc2c1
→ -0.2	17	9	32	-10	-5	0.5	-2	0
- COC(=O)c1[nH]c2c(c1C)C(=O)CC(c1cccs1)C2 (centres undefined)
→ -0.4	-14	-2	-9	22	39	-0.6	57*	4
- COC(=O)C(C)NC(=O)C12CC3CC(CC(C3)C1)C2 (centres undefined)
→ -0.6	-20	4	-6	-13	0	-0.8	-6	16
- COc1ccc(-c2n[nH]c(C)c2-c2ccc(Cl)cc2)c(O)c1OC
→ 0.8	5	2	2	29	6	0.4	0	19
- CCOc1ccc(C2CC(c3ccc(F)cc3)Nc3nc(N)nn32)cc1 (centres undefined)
→ 0.5	4	-9	-19	-1	-6	-0.6	5	14
- COc1cccc(NC(=O)c2ccc(CN3CCOCC3)cc2)c1
→ -0.6	24	1	-1	3	-5	-1.0	0	-6
- Cc1cc(C(=O)CSc2nnc(-c3ccccc3)n2-c2ccccc2)c(C)n1-c1ncn[nH]1
→ 0.1	13	90*	11	18	-20	-0.7	-16	7
- COc1ccc(CNc2nc3nc(C)c(Cl)c(C)n3n2)cc1OC
→ 0.3	18	-54	-16	12	-5	0.4	14	7
- CC(C)(C)C1CCc2c(sc(N)c2C(N)=O)C1 (centres undefined)
→ -1.4	-9	14	-15	16	5	-1.5	7	7
- O=C(O)c1ccc(NCc2cccnc2)cc1
→ 0.9	12	-14	-2	4	-9	-0.5	-9	11
- COc1cccc(C2(O)CCN(C(=O)C3CCC3)CC2)c1
→ -0.4	-4	-10	-12	-9	5	-0.8	-1	9
- CC(=O)Nc1cc(-c2nn3c(C)nnc3s2)ccc1C
→ -0.2	10	-10	-10	-14	-3	-0.5	5	4
- COc1ccc(S(=O)(=O)N(CC(=O)N2CCN(c3ccccc3OC)CC2)c2ccccc2)cc1
→ 0.0	-9	7	13	17	9	-1.0	0	10
- CC(NC(=O)c1cccs1)C(c1cccs1)N1CCN(Cc2ccccc2)CC1 (centres undefined)
→ -0.1	-3	4	-5	-7	2	-0.6	3	19
- O=C(c1ccc(F)cc1)c1cn[nH]c1-c1ccccc1O
→ -0.3	0	x	24	2	-4	x	-3	2
- CN=C(Nc1cc(C)nn1-c1ccccc1)c1ccc(F)cc1
→ -1.3	4	8	-9	-6	13	-1.4	9	10
- O=C(NCc1cccs1)c1csc2c1CCCCC2
→ -0.3	-10	-3	16	12	10	-0.7	-5	-1
- CCn1c(SCC(=O)O)nc2sc3c(c2c1=O)CCC3
→ 0.4	-5	-4	-7	7	x	-2.4	-7	x
- Cc1c(C(=O)O)oc2ccc(S(=O)(=O)NCc3ccccc3)cc12
→ -0.5	-7	-12	-1	5	8	-0.7	4	16
- Cc1ccc(S(=O)(=O)NC(CC(=O)O)c2ccccc2)cc1 (centres undefined)
→ -0.8	1	12	-10	-6	-6	-1.8	0	17
- O=C(COC(=O)CNC(=O)c1ccc(Br)o1)Nc1ccc2c(c1)OCCO2
→ 1.9	-7	-30	-5	-3	-7	0.2	-7	3
- COc1ccc(-c2nc(NC(=O)CSc3nnc(C)s3)ns2)cc1
→ 0.1	39	36	24	-8	8	-0.6	6	10
- O=C(Cn1[nH]c(=O)c2ccccc2c1=O)OCC(=O)N1CCc2ccccc2C1
→ 0.1	1	9	-5	1	-3	-1.3	5	4
- CC(C)OC(=O)CSc1nnc(-c2ccccn2)n1-c1ccccc1
→ -0.2	17	-2	6	-9	6	0.0	6	1
- Cc1ccc(-c2nnn(CC(=O)N(CC(=O)NC3CCCC3)c3cnc4ccccc4c3)n2)o1
→ -0.1	7	-17	-12	1	-9	-0.8	-4	8
- CC1(C)N([O-])C(c2ccccc2)=C[N+](=O)C1(C)C
→ 1.6	7	-1	9	-4	5	0.5	-7	-8
- COc1ccc(S(=O)(=O)NC(CC(=O)NCC2CCCO2)c2ccco2)cc1 (centres undefined)
→ 0.0	10	3	10	-9	-4	0.3	0	10
- CCn1c(COc2ccc(Cl)cc2)nnc1SCc1ccc(C#N)cc1
→ -0.5	-1	43	-6	50	12	-0.8	-1	12
- Cc1oc(-c2ccc(Cl)cc2)nc1CSCC(=O)NCCCN1CCOCC1
→ 0.2	-18	-22	5	-4	-3	-0.4	-10	4
- COC(=O)c1[nH]nc2c1C(=O)N(Cc1ccccc1)C2=O
→ -0.4	10	12	21	-8	-4	-0.2	8	18
- COC(=O)c1ccccc1NC(=O)c1cncc(Br)c1
→ -1.2	-20	-5	-18	-6	6	-0.9	1	19
- COc1cc(-c2nc(-c3cccc(C(F)(F)F)c3)no2)cc(OC)c1OC
→ 0.5	-5	x	-2	25	-17	x	-13	9
- CCOC(=O)C1CCN(CC(=O)N2C(C)CCCC2C)CC1 (centres undefined)
→ -0.7	4	-2	-20	-17	6	-0.2	8	11
- Clc1ccccc1-c1nn2c(COc3ccccc3)nnc2s1
→ 0.1	13	x	3	33	13	-0.1	7	16
- CC(C)NC(=O)Cn1c(SCC(=O)N2CCCCCC2)nc2ccccc21
→ 0.3	-4	-2	11	-16	-5	0.6	-9	-4
- Cn1c(CNC(=O)Nc2cccc(Cl)c2)nnc1SCc1ccccc1
→ -0.3	20	16	-2	39	7	-0.2	5	9
- COc1ccc(OC)c(NC(=O)CSc2ccccc2)c1
→ -0.3	-15	x	-8	26	5	-1.3	0	8
- COc1ccc(C(C(=O)NC2CCCCC2)N2CCC3(CC2)OCCO3)cc1 (centres undefined)
→ -0.1	4	x	8	2	7	x	2	-6
- CCOC(=O)c1ccc(Nc2nc(C)cc(C)c2C#N)cc1
→ -0.7	-16	-17	-10	-2	-17	-1.0	-11	16
- COc1cc2c(cc1OC)C(c1ccccc1)N(C(=O)c1ccco1)CC2 (centres undefined)
→ 0.8	16	-20	-12	31	31	0.0	10	13
- CCn1c(SCC(=O)c2cc(OC)ccc2OC)nnc1-c1ccncc1
→ -0.6	-22	-30	-5	-1	-2	-0.4	-7	11
- Cc1ccccc1OCC(=O)OC(C)CN1CCN(C)CC1 (centres undefined)
→ -0.5	6	3	11	-16	-4	-0.4	2	17
- O=C(CSc1nnc(-c2ccc(O)cc2)n1Cc1ccco1)c1cccs1
→ 0.3	-8	-10	9	19	6	1.1	-7	-3
- Clc1ccc(Cc2nn3c(Cn4nnc5ccccc54)nnc3s2)cc1
→ -0.2	-4	-14	-3	26	8	-0.6	5	5
- COc1cc(Nc2cc(C)nc3nc(C)nn23)cc(OC)c1OC
→ 0.3	-7	-40	5	-9	-2	0.0	22	15

(list continues)
The line under a structure holds: 5HT1E ag	SF1 activator	S1P1 ag pot	RORA act	Ecoli tolC	5HT1a antag	S1P3 ag	5HT1E antag	AP complement
- CCOc1ccc(C(=O)C2CCN(C(=O)c3ccccc3C(=O)O)CC2)cc1
→ -1.5	-6	-17	-12	-15	4	-0.3	-8	1
- COc1cccc(OCCSc2nnc3sc4ccccc4n23)c1
→ 0.4	3	-23	11	16	-60	-0.3	0	11
- O=C(CN1CCN(S(=O)(=O)c2ccccc2)CC1)Nc1cccc(C(F)(F)F)c1
→ 0.1	-4	21	-16	24	-5	1.0	4	16
- Cc1c(NC(=O)N2CCCCCC2)c(=O)n(-c2ccccc2)n1C
→ -0.4	-13	-4	-12	-14	-1	1.4	-7	6
- Cn1c(=O)oc2cc(S(=O)(=O)NCc3ccccn3)ccc21
→ 2.7	21	-2	-13	-15	-5	-0.2	0	12
- COc1ccc(NC(=O)c2ccc(S(=O)(=O)N3CCOCC3)cc2)c(OC)c1
→ -0.8	0	17	-9	-8	-1	0.4	0	-3
- Cc1cc(NC(=O)CCCC(=O)NCc2cccs2)no1
→ -0.9	0	-10	5	-13	-7	0.2	10	-7
- O=C1CCCc2c1cc(C(=O)NCc1ccco1)c(=O)n2-c1ccc(Cl)cc1
→ 0.1	6	-5	-9	14	0	-0.3	-2	17
- O=c1[nH]c2cnccc2n1-c1ccccc1
→ 0.0	-7	-12	37	2	x	-3.1	0	x

5HT1E antag: entries above that show a hit.
molecule,5HT1E ag,SF1 activator,S1P1 ag pot,5HT1a antag,S1P3 ag,5HT1E antag,AP complement
COc1ccc(C2=CC(c3ccc(OC)c(OC)c3)n3nnnc3N2)c(OC)c1 (centres undefined),0.4,2,-57,6,-0.4,29*,7
COC(=O)c1[nH]c2c(c1C)C(=O)CC(c1cccs1)C2 (centres undefined),-0.4,-14,-2,39,-0.6,57*,4
